ROC1-CUL1 inh: inhibitors of human ROC1-CUL1 ubiquitin ligase activity. in vitro K48 di-Ub FRET, acceptor:donor ratio, 45 min. inhibition, % at 10 µM. 140,000 compounds, 0.6% hits; in the data active means inhibition above about 25%
Target sequence (P62877 whole entry, looked up): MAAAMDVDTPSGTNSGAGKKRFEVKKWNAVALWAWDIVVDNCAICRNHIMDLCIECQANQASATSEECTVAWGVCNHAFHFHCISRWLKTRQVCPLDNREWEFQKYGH
Target sequence (Q13616 whole entry, looked up): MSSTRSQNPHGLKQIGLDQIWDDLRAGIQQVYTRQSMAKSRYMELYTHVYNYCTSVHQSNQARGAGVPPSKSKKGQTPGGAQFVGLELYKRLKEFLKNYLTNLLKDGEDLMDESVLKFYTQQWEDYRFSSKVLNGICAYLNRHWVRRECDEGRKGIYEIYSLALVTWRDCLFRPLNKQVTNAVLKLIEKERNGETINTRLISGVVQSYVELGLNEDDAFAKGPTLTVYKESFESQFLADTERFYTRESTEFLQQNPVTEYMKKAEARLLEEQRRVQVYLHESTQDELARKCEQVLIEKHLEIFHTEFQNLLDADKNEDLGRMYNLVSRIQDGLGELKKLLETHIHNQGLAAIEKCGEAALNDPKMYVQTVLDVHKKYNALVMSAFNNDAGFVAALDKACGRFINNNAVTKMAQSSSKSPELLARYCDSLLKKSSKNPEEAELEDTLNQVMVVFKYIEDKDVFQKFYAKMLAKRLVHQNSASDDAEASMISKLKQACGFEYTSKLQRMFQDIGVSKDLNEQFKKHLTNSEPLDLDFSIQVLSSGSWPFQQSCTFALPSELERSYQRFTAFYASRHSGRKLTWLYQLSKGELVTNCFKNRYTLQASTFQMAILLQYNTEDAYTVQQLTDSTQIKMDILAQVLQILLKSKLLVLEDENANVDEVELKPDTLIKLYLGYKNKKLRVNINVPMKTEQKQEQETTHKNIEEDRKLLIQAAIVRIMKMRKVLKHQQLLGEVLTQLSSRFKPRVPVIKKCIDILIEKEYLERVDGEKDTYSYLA
An asterisk follows results filed as active. An excerpt, so the mix of outcomes need not match the whole.

| ROC1-CUL1 inh | mol |
| --- | --- |
| 3 | O=C(c1ccc(F)cc1)N1CCN(S(=O)(=O)c2cccs2)CC1 |
| 0 | Cc1ccc(-n2nc(CO)c(C(=O)NC(C)CCCc3ccccc3)n2)cc1C (stereo not drawn) |
| -9 | O=C(CSc1nc2ccccc2n1Cc1ccc(Cl)cc1)N/N=C\c1cccc(Br)c1 |
| -3 | CCOC(=O)c1ccc(NC(=O)c2nn(C)c3c2COc2ccccc2-3)cc1 |
| -10 | CCCC(C(=O)NC1CCCCC1)(c1ccccc1)c1ccccc1 |
| 6 | CCCCC(=O)Nc1ccc2c(c1)nc1n2CCSC1 |
| 2 | CCCc1ccc(Oc2cn[nH]c2-c2ccc(OC)c(C)c2O)cc1 |
| 3 | COc1cc(NC(=O)CCc2c(C)nn(-c3ccc4nncn4n3)c2C)cc(OC)c1OC |
| 5 | CC1CC(CC(=O)NNC(N)=S)C(=O)O1 (stereo not drawn) |
| 4 | C=CCn1c(SCC(=O)Nc2ccccc2)nc2sc(CC)cc2c1=O |
| -4 | COc1cc(NC(=O)CCCc2nnc3n(C)c(=O)c4sccc4n23)cc(OC)c1OC |
| 2 | c1ccc([C@H]2COC(c3cc4ccc3CCc3ccc(cc3)CC4)=N2)cc1 |
| 1 | O=S(=O)(NCc1cccnc1)c1ccc2ccccc2c1 |
| 4 | CCOC(=O)N1CCN(C(=O)NC2CCCCC2)CC1 |
| -1 | c1ccc(-c2n[nH]c(-c3ccccc3)c3cccc2-3)cc1 |
| 5 | CNC(=O)N1CCN(c2cc(Cl)ccc2C)CC1 |
| -3 | O=C(c1cnn(-c2ccc(Cl)cc2)n1)c1cccs1 |
| -3 | O=C(Nc1cccc(Cl)c1)N(CCN1CCOCC1)Cc1ccccc1F |
| 4 | N#Cc1c(-n2ncnc2-c2ccccc2Cl)sc2c1CCCCC2 |
| 0 | Cc1ccc(CN(Cc2cccn2-c2nnc(N3CCCC3=O)s2)C(=O)Nc2cc(C)cc(C)c2)cc1 |
| 12 | O=C(CCC1(Cc2ccc(Cl)cc2)CCC(=O)N1)NCc1ccc(OC(F)(F)F)cc1 (stereo not drawn) |
| -1 | Cc1ccc(C)c(N2CCN(C(=O)c3cnn(C(C)(C)C)c3C3CCN(C(=O)OC(C)(C)C)CC3)CC2)c1 |
| -1 | COc1ccc(Cn2cc(C(=O)N(C)Cc3ccon3)nn2)cc1 |
| -4 | CCOC(=O)C1(CCCc2ccccc2)CCCN(C(=O)CCN2CCCC2=O)C1 (stereo not drawn) |
| 8 | COc1ccc(C2=NS(=O)(=O)N(C)C(C(=O)Nc3cc(C)ccc3O)=C2)cc1OC |
| -1 | COC(=O)c1c(NC(=O)c2ccccc2C(=O)O)sc2c1CCCC2 |
| 5 | Cc1cccc(NC(=O)CSc2cc(C)c3ccccc3n2)c1 |
| -4 | O=C1CCCN1CC1CCCN(c2nc3nonc3nc2NC2CC2)C1 (stereo not drawn) |
| -4 | Cc1ccc(COc2ccccc2C2C3=C(CCCC3=O)OC(=N)C2C#N)cc1 (stereo not drawn) |
| -12 | COc1ccc(-c2cc3ncc(S(=O)(=O)c4ccccc4)c(-c4cccs4)n3n2)cc1 |
| 13 | COc1ccc(CCNC(=O)CCCCn2c(=O)c3ccccc3n(Cc3ccccc3Cl)c2=O)cc1OC |
| 0 | COCCn1c(CN2CCCCC2COC)cnc1S(=O)(=O)CC1CC1 (stereo not drawn) |
| 0 | c1ccc(CN2CCN(C3CCCSc4ccccc43)CC2)cc1 (stereo not drawn) |
| 10 | Cc1ccc(OS(=O)(=O)c2ccccc2)c(C)c1 |
| 6 | Cc1cccc2sc(C#N)c(Cl)c12 |
| 2 | COc1ccc(OC)c(CCNC(=O)c2c(C)oc3ncn(C)c(=O)c23)c1 |
| -5 | Cc1nn(C)cc1CN(C)C(=O)c1cc2nc(-c3ccc4c(c3)OCO4)cc(C(F)(F)F)n2n1 |
| 1 | O=C(c1cc(-n2cnnn2)n[nH]1)N1CCc2[nH]nc(-c3cccs3)c2C1 |
| -5 | O=C1Cc2ccccc2Sc2cc(OCCCN3CCCCC3)ccc21 |
| 0 | Cc1scc(C(=O)N2CCN(Cc3ccco3)CC2)c1C |
| -8 | N=C1/C(=C/c2ccc(Sc3ccc(Cl)cc3)o2)C(=O)N=C2SC=C(c3ccccc3)N12 |
| 4 | CC(=O)c1ccc(NC(=O)COc2ccccc2-c2nc(C)no2)cc1 |
| 2 | COc1ccc(OC)c(NC(=O)C(C)Oc2ccc(C)cc2)c1 (stereo not drawn) |
| -1 | CN(C(=O)CSc1nc(-c2ccc(F)cc2)cc(C(F)(F)F)n1)c1ccc(OC(F)(F)Cl)cc1 |
| -12 | CCN1CCN(CC(O)COc2cccc(CNC3CC3)c2)CC1 (stereo not drawn) |
| -4 | CCOCc1cc(CN2CCN(c3cccc(Cl)c3)CC2)c(O)c2ncccc12 |
| -1 | Cc1nnc(N2CCC(C(=O)NC3CCC(C)CC3)CC2)c2nn(-c3ccc(Cl)cc3)c(C)c12 (stereo not drawn) |
| 8 | CN(CCc1ccccc1)c1cnn(CCCN2CCOCC2)c(=O)c1 |
| 8 | CN1C(=O)C2C(=NC(=O)N2C)N(Cc2ccccc2)C1=O (stereo not drawn) |
| 8 | Cc1cc(NS(=O)(=O)c2ccc(NC(=O)COc3ccccc3C(C)(C)C)cc2)no1 |
| -4 | Cc1cc(C)nc(-n2[nH]c3nccc(-c4ccccc4)c3c2=O)n1 |
| -3 | COc1ccc(-n2c(SCC(N)=O)nc3c(oc4ccccc43)c2=O)cc1 |
| 8 | CCc1cc2c(=O)c(-c3nc4ccccc4n3C)coc2cc1OC(=O)c1ccccc1 |
| 4 | COc1ccc(Cl)cc1NC(=O)c1sc2nc(-c3ccc(OC)c(OC)c3)ccc2c1N |
| -1 | C=CCCC(=O)N1CCCC(CCc2c(F)cccc2F)C1 (stereo not drawn) |
| 2 | CC1CC2(Sc3ccccc3)C(=O)CC3CCCCC3(C)C2CC1=O (stereo not drawn) |

Next entries follow.
| ROC1-CUL1 inh | mol |
| --- | --- |
| 3 | CC(CN(C)Cc1ccccc1)OC(=O)c1ccc(Br)cc1 (stereo not drawn) |
| 6 | COc1ccc(-c2nc3cc(NC(=O)c4cc5ccccc5o4)ccc3o2)cc1 |
| -4 | CCc1ccccc1NC(=O)CN(C)S(=O)(=O)c1cccc2nsnc12 |
| 9 | O=S(=O)(NCCc1csc2nc(-c3ccccc3)nn12)c1cccs1 |
| 2 | CCN1Cc2cccc(C(=O)Nc3ccc(F)cc3)c2C1=O |
| -2 | CCn1c(=O)c(=O)n(CC)c2cc(N3CCCCC3)c(NC(=O)c3cccc(OC)c3)cc21 |
| -1 | COc1ccc(C(=O)NNC(=O)c2ccc(Cl)c(Cl)c2)cc1OC |
| 4 | Cn1c2ccccc2n2c(=O)c(Cl)c(-c3ccccc3)c(C#N)c12 |
| 11 | O=C(O)c1cc(-c2cn(Cc3ccc(Br)cc3)c3ccccc23)nc2ccc3ccccc3c12 |
| -4 | CC(C)(C)c1ccc(C(=O)NCC(=O)OCc2cc(=O)n3nc(C4CC4)sc3n2)cc1 |
| 0 | CCOC(=O)c1cccc(NC(=O)CCn2c(=O)oc3ccccc32)c1 |
| 1 | Cc1ccc(N2CC(NC(=O)c3ccc(Br)o3)CC2=O)cc1C (stereo not drawn) |
| -2 | O=S(=O)(c1ccc(Oc2ccccc2)cc1)N1CCSC1 |
| 3 | COc1cc(OC)c(C2C(C(=O)Nc3ccccc3)C(C)=Nc3ncnn32)cc1OC (stereo not drawn) |
| 4 | O=C(/C=C/c1ccsc1)c1c(O)ccc2oc(=O)ccc12 |
| -11 | Cc1ccc(C(=O)OCCN2C(=O)c3cccc4cccc(c34)C2=O)cc1 |
| 7 | COc1ccc(-c2cn3c(n2)sc2cc(C(=O)Nc4cccc(OC)c4)ccc23)cc1 |
| 2 | O=C(COc1ccccc1-c1nc(-c2ccccc2)no1)Nc1cccc([N+](=O)[O-])c1 |
| 3 | c1csc(C2NCc3ccccc3N2)c1 (stereo not drawn) |
| 1 | Cc1cccc(C)c1NC(=O)Cc1cccs1 |
| -1 | COc1ccc(NC(=O)C2CCCN(S(=O)(=O)C3C(=O)NC(=O)N=C3C)C2)cc1OC (stereo not drawn) |
| -1 | COc1cc2c(cc1NC(=O)COc1cc(C)cc(C)c1)oc1ccccc12 |
| 2 | NC(=O)C1CCN(c2nc3ccccc3nc2Cl)CC1 |
| 2 | COc1ccccc1OC(C)C(=O)N1CCN(c2cccc(C)c2C)CC1 (stereo not drawn) |
| 0 | CC(C)COc1ccc(C(=O)N2CCCCC2CCN2CCOCC2)cc1 (stereo not drawn) |
| -9 | Cc1ccc(NC(=NCCc2ccccc2)C(=NCCc2ccccc2)Nc2ccc(C)cc2)cc1 |
| -16 | COc1ccc(CCN2CCC(CN(C)C(=O)C3CCOC3)CC2)cc1 (stereo not drawn) |
| 4 | CCN1N=C(C)C(C)n2c1nc1c2c(=O)n(C)c(=O)n1C (stereo not drawn) |
| 1 | COCCc1nc2ccc(C(=O)N3CCNC(=O)C3Cc3ccccc3)cc2o1 (stereo not drawn) |
| -6 | Cc1ccc(/C=C/c2onc(C)c2[N+](=O)[O-])cc1 |
| 6 | CC1CN(c2ccc(-c3nc(Cc4ccc(F)cc4)no3)cn2)CCN1C (stereo not drawn) |
| 0 | NC(Cc1ccccc1)c1nnc(SCc2ccccc2Cl)o1 (stereo not drawn) |
| 2 | COc1cc(OC)c(NC(=O)C2CCN(S(=O)(=O)c3c(C)noc3/C=C/c3c(C)cc(C)cc3C)CC2)cc1Cl |
| -2 | COc1ccc(NC(=O)CSc2nnnn2-c2ccc(OC)cc2)cc1 |
| 1 | COC(=O)CCSc1nc2c(c(=O)[nH]1)C(C)(C1CCCCC1)Cc1ccccc1-2 (stereo not drawn) |
| 1 | CCc1ccc(C(=O)N2CCN(c3cccc(C)c3C)CC2)cc1 |
| -5 | COc1cccc(OC)c1C(=O)Nc1ccc2c(c1)CCCN2S(=O)(=O)c1ccc(C)cc1 |
| 1 | Cc1cccn2c(=O)c3cc(S(=O)(=O)c4ccccc4)c(=N)n(Cc4ccccc4)c3nc12 |
| 0 | CCCc1ccc(C(=O)N2CCN(S(C)(=O)=O)CC2)cc1 |
| 8 | O=C(Oc1ccccc1C(=O)O)c1ccccc1 |

A different layout for part of the listing above.
SMILES	ROC1-CUL1 inh
COc1ccc(NC(=O)C2CCCN(S(=O)(=O)C3C(=O)NC(=O)N=C3C)C2)cc1OC (stereo not drawn)	-1
COc1cc2c(cc1NC(=O)COc1cc(C)cc(C)c1)oc1ccccc12	-1
NC(=O)C1CCN(c2nc3ccccc3nc2Cl)CC1	2
COc1ccccc1OC(C)C(=O)N1CCN(c2cccc(C)c2C)CC1 (stereo not drawn)	2
CC(C)COc1ccc(C(=O)N2CCCCC2CCN2CCOCC2)cc1 (stereo not drawn)	0
Cc1ccc(NC(=NCCc2ccccc2)C(=NCCc2ccccc2)Nc2ccc(C)cc2)cc1	-9
COc1ccc(CCN2CCC(CN(C)C(=O)C3CCOC3)CC2)cc1 (stereo not drawn)	-16
CCN1N=C(C)C(C)n2c1nc1c2c(=O)n(C)c(=O)n1C (stereo not drawn)	4
COCCc1nc2ccc(C(=O)N3CCNC(=O)C3Cc3ccccc3)cc2o1 (stereo not drawn)	1
Cc1ccc(/C=C/c2onc(C)c2[N+](=O)[O-])cc1	-6
CC1CN(c2ccc(-c3nc(Cc4ccc(F)cc4)no3)cn2)CCN1C (stereo not drawn)	6
NC(Cc1ccccc1)c1nnc(SCc2ccccc2Cl)o1 (stereo not drawn)	0
COc1cc(OC)c(NC(=O)C2CCN(S(=O)(=O)c3c(C)noc3/C=C/c3c(C)cc(C)cc3C)CC2)cc1Cl	2
COc1ccc(NC(=O)CSc2nnnn2-c2ccc(OC)cc2)cc1	-2
COC(=O)CCSc1nc2c(c(=O)[nH]1)C(C)(C1CCCCC1)Cc1ccccc1-2 (stereo not drawn)	1
CCc1ccc(C(=O)N2CCN(c3cccc(C)c3C)CC2)cc1	1
COc1cccc(OC)c1C(=O)Nc1ccc2c(c1)CCCN2S(=O)(=O)c1ccc(C)cc1	-5

(listing goes on)
| ROC1-CUL1 inh | mol |
| --- | --- |
| 3 | CC(=O)NCCC(=O)N1CCCC(C(=O)c2ccc(-c3ccccc3)cc2)C1 (stereo not drawn) |
| 7 | CCC(=O)Nc1cc(S(=O)(=O)NC(C)CC)ccc1OC (stereo not drawn) |
| 3 | CC(=O)N(CC(=O)Nc1sc2c(c1C(=O)Nc1ccc(Br)cc1)CCC2)C(C)C |
| 1 | O=C(N=C(Cc1cccc2ccccc12)c1nc2ccccc2[nH]1)c1cccc(Br)c1 |
| 1 | O=C(NC1CCCCC1)c1ccc(C(F)(F)F)cc1 |
| -5 | CC1(C)CC(=O)CC(=Nc2ccc3c(c2)Cc2ccccc2-3)C1 |
| -7 | CCCN1Cc2cccc(C(=O)Nc3ccccc3F)c2C1=O |
| 1 | CN=Cc1ccc2c(c1)OCO2 |
| 3 | CCC(C)NS(=O)(=O)c1cc(C(C)(C)C)ccc1OC (stereo not drawn) |
| -4 | Nc1c(C(=O)Nc2nccs2)sc2nc(-c3ccccc3)cc(C(F)(F)F)c12 |
| 2 | O=C(NNc1ccc([N+](=O)[O-])cc1)c1ccccc1I |
| -3 | CCOc1ccc(CN(c2ccc3c(c2)ncn3-c2ccccc2OC)S(=O)(=O)c2ccc(C)cc2)cc1 |
| -2 | CCOc1ccccc1NC(=O)C1CCCN(c2ncnc3onc(-c4ccc(F)cc4)c23)C1 (stereo not drawn) |
| -13 | Cc1ccc(N2CC(c3nnc(Cc4ccccc4Cl)o3)CC2=O)cc1 (stereo not drawn) |
| 1 | CCN(CCO)C(=O)c1cc(C(C)(C)C)cc(C(C)(C)C)c1 |
| -7 | C=CCn1c(CNC(=O)c2ccccc2F)nnc1SCC(=O)Nc1cc(Cl)ccc1C |
| 5 | CC(C)(C)C(=O)C1C(=O)C(=O)N(Cc2ccccc2)C1c1ccccc1Cl (stereo not drawn) |
| 6 | Cc1ccc(C)c(OS(=O)(=O)c2ccccc2C)c1 |
| 11 | CCOc1ccc2nc(SCC(=O)Nc3ccsc3C(=O)OC)sc2c1 |
| -6 | COc1ccccc1NC(=O)C1CCN(c2cnccn2)CC1 |
| -3 | CCOC(=O)N1CCN(C(=O)c2ccc3c(c2)N(Cc2cc(C)ccc2C)C(=O)c2ccccc2S3=O)CC1 (stereo not drawn) |
| -6 | CC(=O)Nc1ccc(NC(=O)c2ccc(COc3ccc(Cl)cc3Cl)o2)cc1 |
| -2 | Cc1cnc(C(=O)N2CCC(C3CCN(Cc4ccc(Cl)cc4)C3)CC2)[nH]1 (stereo not drawn) |

Compound activity: PubChem BioAssay, Icahn School of Medicine at Mount Sinai
